DT40 TDP1 no CPT – qHTS for Inhibitors of human tyrosyl-DNA phosphodiesterase 1 (TDP1): qHTS in cells in absence of CPT. DT40 Tdp1-/- hTDP1 cells, no CPT, ATP luminescence, 48 h. Potency, µM (series often up to 46.2 µM), for inactives: at the top dose activity change, negative = growth inhibition, hits mostly inhibitors. 15% of 420,000 active. AID 686978, 2013; further: nearly all actives have a fitted effect of over 55% in size
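Cells were dispensed at 400 per well, compounds added by pin tool, plates incubated ≥48 hr at 37 °C, then CellTiter-Glo added for 30 min at room temperature before luminescence reading. Line: DT40 Tdp1-/- complemented with hTDP1; camptothecin omitted.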
TDP1 cell CPT – qHTS for Inhibitors of human tyrosyl-DNA phosphodiesterase 1 (TDP1): qHTS in cells in presence of CPT | chicken DT40 Tdp1-/-;hTDP1 cells + 20 nM CPT, ATP luminescence, 48 h | 12% of 420,000 active | Potency, µM (highest dose often 46.2 µM), inactives show top-dose activity change, negative = growth inhibition, hits mostly inhibitors; further: nearly all actives have a fitted effect of over 55% in size
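Chicken DT40 Tdp1-/- cells stably complemented with human TDP1 were seeded at 400 cells/well in medium containing 20 nM camptothecin, exposed to pin-transferred compounds, and grown at 37 °C for at least 48 hr. Viability was read as ATP luminescence.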
TDP1 inh – qHTS Assay for Inhibitors of Tyrosyl-DNA Phosphodiesterase (TDP1). Tyrosyl-DNA phosphodiesterase 1 (Homo sapiens), Q9NUW8. recombinant TDP1, AlphaScreen DNA substrate cleavage. Potency, µM (doses to about 130 µM), inactives show at the highest dose activity change, negative = inhibition, most hits filed as inhibitors. 0.28% of 350,000 active; further: nearly all actives have a fitted effect of over 40% in size
Target sequence (Q9NUW8 whole entry, looked up): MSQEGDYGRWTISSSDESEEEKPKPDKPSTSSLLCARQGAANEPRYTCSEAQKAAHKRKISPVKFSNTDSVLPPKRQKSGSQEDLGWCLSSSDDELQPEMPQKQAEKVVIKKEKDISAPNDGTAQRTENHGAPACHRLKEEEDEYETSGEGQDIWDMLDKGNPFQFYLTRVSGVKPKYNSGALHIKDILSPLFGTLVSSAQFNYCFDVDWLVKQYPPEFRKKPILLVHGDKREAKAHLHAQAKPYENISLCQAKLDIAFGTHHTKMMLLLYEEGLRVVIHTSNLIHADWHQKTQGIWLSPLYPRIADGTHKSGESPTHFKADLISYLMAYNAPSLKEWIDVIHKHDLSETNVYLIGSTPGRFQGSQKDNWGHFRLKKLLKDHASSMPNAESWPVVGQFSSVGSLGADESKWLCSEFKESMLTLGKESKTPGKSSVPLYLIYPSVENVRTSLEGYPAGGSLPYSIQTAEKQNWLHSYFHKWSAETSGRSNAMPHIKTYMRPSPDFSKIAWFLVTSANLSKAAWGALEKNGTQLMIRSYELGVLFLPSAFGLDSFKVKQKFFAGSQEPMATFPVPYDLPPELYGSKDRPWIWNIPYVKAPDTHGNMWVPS
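Tdp1 1 nM final; 15 min RT w/ cpd; substrate 15 nM, 5 min; beads 10 ug/ml, 10 min; AlphaScreen read. Neg ctrl: no enzyme.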
Active calls of the source: *; & = joins results of further samples. The call rests on the fitted dose curve; in most records, active means well fitted curve in the direction sought with a large enough effect; inconclusive means small, poorly fitted or top-dose-only effect, or another doubt; inactive means no such curve, though single readings can be large; an effect the other way counts as inactive or inconclusive. On the % scale 0 is the no-effect control and ±100 the full control effect; potency means the concentration at half of the fitted maximal effect. Rows were taken by chance; about 18% have a hit in one of these screens.

How did Cc1ccc(C(C(=O)NCc2ccccc2)N(Cc2ccco2)C(=O)c2snc(C(N)=O)c2N)o1 (stereo not given) do in these assays?
DT40 TDP1 no CPT: 15µM*; TDP1 cell CPT: inconclusive; TDP1 inh: 10%

How did CCOc1ccc(S(=O)(=O)Nc2ccc(C(=O)N3CCCC3)cc2)cc1 do in these assays?
DT40 TDP1 no CPT: -3%; TDP1 cell CPT: -10%; TDP1 inh: 4%

Results for CC(C)c1nc2ccc(C(=O)Nc3ccccc3F)cc2o1 ?
DT40 TDP1 no CPT: 5.8µM*; TDP1 cell CPT: 7.3µM*; TDP1 inh: 1%

What do the screens show for `CCn1c(SCC(=O)NC2CC2)nnc1-c1ccc(C)cc1`?
DT40 TDP1 no CPT: 5%; TDP1 cell CPT: 1%; TDP1 inh: 1%

Results for Cc1ccc(S(=O)(=O)N2CCN(C(=O)CCCN3C(=O)NC4(CCCC4)C3=O)CC2)cc1C ?
DT40 TDP1 no CPT: -27%; TDP1 cell CPT: inconclusive; TDP1 inh: 0%

What do the screens show for `CCCC(=O)N1CCC1(C)C(=O)Nc1ccccc1C(C)(C)C` (stereo not given)?
DT40 TDP1 no CPT: -18%; TDP1 cell CPT: 0%

What do the screens show for `NCCCNCCCCNCCCN`?
DT40 TDP1 no CPT: inconclusive; TDP1 cell CPT: 5%&-98%; TDP1 inh: 1%

How did COc1ccc(OC)c(NC(=O)N2CC3CCCN3c3ccccc32)c1 (stereo not given) do in these assays?
DT40 TDP1 no CPT: 23µM*; TDP1 cell CPT: inconclusive; TDP1 inh: 11%

What do the screens show for `CC1(C)OC(=O)C(=Cc2ccc(-c3ccc(Cl)c(C(=O)O)c3)o2)C(=O)O1`?
DT40 TDP1 no CPT: 15%; TDP1 cell CPT: 0%; TDP1 inh: 50µM*

How did COC(=O)c1ccc(C(=O)OC)c(NC(=O)COC(=O)CCOc2ccc(C)cc2)c1 do in these assays?
DT40 TDP1 no CPT: -9%; TDP1 cell CPT: -25%

What do the screens show for `COc1ccc2c(c1)O[C@@]1(CCCC[C@@H]1C)CC2=O`?
DT40 TDP1 no CPT: inconclusive; TDP1 cell CPT: inconclusive

Results for COc1ccc(CN2CCN(C(=O)c3ccccc3C(=O)c3ccccc3)CC2)cc1OC ?
DT40 TDP1 no CPT: -19%; TDP1 cell CPT: inconclusive

What do the screens show for `COc1ccc(CC(=O)N2CCC3(CC2)NCCc2[nH]cnc23)cc1`?
DT40 TDP1 no CPT: -1%; TDP1 cell CPT: 1%; TDP1 inh: 2%

What do the screens show for `Cc1ccc(COC(=O)CN2C(=O)NC3(CCCCC3C)C2=O)cc1` (stereo not given)?
DT40 TDP1 no CPT: -20%; TDP1 cell CPT: 4%; TDP1 inh: -4%

What do the screens show for `Cn1cc(/C=C/C(=O)N2CCCC(C(=O)c3ccc(C(F)(F)F)cc3)C2)cn1` (stereo not given)?
DT40 TDP1 no CPT: -27%; TDP1 cell CPT: 8%

What do the screens show for `CN1CCN(C(=O)/C(=C/c2cccs2)NC(=O)c2cccs2)CC1`?
DT40 TDP1 no CPT: -5%; TDP1 cell CPT: 1%; TDP1 inh: -3%

How did C=CCn1c(C)cc(/C([O-])=C(/C(=S)Nc2ccc(OC(F)F)cc2)[n+]2ccc(N(C)C)cc2)c1C do in these assays?
DT40 TDP1 no CPT: 18µM*; TDP1 cell CPT: 26µM*; TDP1 inh: 5%

Results for COc1ccc(Cl)cc1NC(=S)NNC(=O)c1cccnc1 ?
DT40 TDP1 no CPT: -6%; TDP1 cell CPT: 2%; TDP1 inh: 8%

How did COC(=O)[C@]1(C)N[C@H](CN(C)C(=O)Nc2ccccc2)[C@@H]2C(=O)N(Cc3ccccc3)C(=O)[C@@H]21 do in these assays?
DT40 TDP1 no CPT: -1%; TDP1 cell CPT: 18%; TDP1 inh: 1%

How did COc1cc2c(cc1CN1CCN(C(=O)c3cc(OC)c(OC)c(OC)c3)CC1)OCO2 do in these assays?
DT40 TDP1 no CPT: -19%; TDP1 cell CPT: -17%

What do the screens show for `O=C(Nc1ccccc1OC(F)F)c1ccc(F)cc1`?
DT40 TDP1 no CPT: -5%; TDP1 cell CPT: -10%; TDP1 inh: 4%

How did CC(=O)NNc1ncnc2ccccc12 do in these assays?
DT40 TDP1 no CPT: 6%; TDP1 cell CPT: -4%; TDP1 inh: 0%

Results for CCN(CC)Cc1c(C(=O)N/N=C/c2ccco2)nnn1-c1nonc1N ?
DT40 TDP1 no CPT: 23%; TDP1 cell CPT: 30%; TDP1 inh: 3%

Results for Cn1cccc1Cc1nnc(SCC(=O)Nc2ccccc2F)n1-c1ccc(F)cc1 ?
DT40 TDP1 no CPT: -14%; TDP1 cell CPT: -1%; TDP1 inh: 3%

What do the screens show for `CCN(C(=O)CSc1nnc(-c2cccs2)o1)C1CCS(=O)(=O)C1` (stereo not given)?
DT40 TDP1 no CPT: 4%; TDP1 cell CPT: -1%; TDP1 inh: -3%

What do the screens show for `Cc1ccc(-n2c(=O)c3c4c(sc3n(CC(=O)Nc3cccc(Cl)c3)c2=O)CCCCC4)cc1C`?
DT40 TDP1 no CPT: 3%; TDP1 cell CPT: 3%; TDP1 inh: -1%

What do the screens show for `O=C(Nc1cc(C(=O)N2CCOCC2)cc(C(=O)N2CCOCC2)c1)c1cc(F)c(F)cc1Cl`?
DT40 TDP1 no CPT: 2%; TDP1 cell CPT: -5%; TDP1 inh: 2%

What do the screens show for `Clc1cnc(N/N=C/c2ccco2)c(Cl)c1`?
DT40 TDP1 no CPT: -18%; TDP1 cell CPT: 9%; TDP1 inh: 8%

Results for O=C(NCc1ccccc1)N1CCN(c2ccc(Cl)c(Cl)c2)CC1 ?
DT40 TDP1 no CPT: 5.8µM*; TDP1 cell CPT: 18µM*; TDP1 inh: 1%

What do the screens show for `CCCC(C)C(=O)Nc1nc(C)c(-c2csc(Nc3cc(Cl)ccc3C)n2)s1` (stereo not given)?
DT40 TDP1 no CPT: inconclusive; TDP1 cell CPT: inconclusive; TDP1 inh: 5%

An excerpt from above in order of length of the SMILES, low to high:
Results for Cn1cccc1Cc1nnc(SCC(=O)Nc2ccccc2F)n1-c1ccc(F)cc1 ?
DT40 TDP1 no CPT: -14%; TDP1 cell CPT: -1%; TDP1 inh: 3%

What do the screens show for `CCCC(C)C(=O)Nc1nc(C)c(-c2csc(Nc3cc(Cl)ccc3C)n2)s1` (stereo not given)?
DT40 TDP1 no CPT: inconclusive; TDP1 cell CPT: inconclusive; TDP1 inh: 5%

How did COc1cc2c(cc1CN1CCN(C(=O)c3cc(OC)c(OC)c(OC)c3)CC1)OCO2 do in these assays?
DT40 TDP1 no CPT: -19%; TDP1 cell CPT: -17%

What do the screens show for `Cc1ccc(-n2c(=O)c3c4c(sc3n(CC(=O)Nc3cccc(Cl)c3)c2=O)CCCCC4)cc1C`?
DT40 TDP1 no CPT: 3%; TDP1 cell CPT: 3%; TDP1 inh: -1%

How did C=CCn1c(C)cc(/C([O-])=C(/C(=S)Nc2ccc(OC(F)F)cc2)[n+]2ccc(N(C)C)cc2)c1C do in these assays?
DT40 TDP1 no CPT: 18µM*; TDP1 cell CPT: 26µM*; TDP1 inh: 5%

More results
Results for COc1ccc(-c2cc(=O)[nH][nH]2)cc1OC ?
DT40 TDP1 no CPT: -4%; TDP1 cell CPT: -6%; TDP1 inh: 5%

How did CC(=O)N/C(=N/c1nc(C)cc(C)n1)Nc1cc(C)cc(C)c1 do in these assays?
DT40 TDP1 no CPT: -27%; TDP1 cell CPT: inconclusive

Results for Cc1nc([N+](=O)[O-])cn1CC(=O)Nc1ccc([N+](=O)[O-])cc1 ?
DT40 TDP1 no CPT: 1%; TDP1 cell CPT: 28%; TDP1 inh: 6%

What do the screens show for `CCOC(=O)c1c(NC(=O)CSc2nnc(CNc3ccc(OC)cc3)n2C)sc(C)c1C`?
DT40 TDP1 no CPT: -23%; TDP1 cell CPT: -13%; TDP1 inh: 7%

What do the screens show for `COc1ccc(OC)c(C2C3=C(N=c4s/c(=C\c5cccc(O)c5)c(=O)n42)c2ccccc2CC3)c1` (stereo not given)?
DT40 TDP1 no CPT: 26µM*; TDP1 cell CPT: inconclusive; TDP1 inh: 3%

What do the screens show for `COc1cccc(CNC(=O)c2ccc(CS(=O)Cc3ccc(C)cc3)o2)c1` (stereo not given)?
DT40 TDP1 no CPT: inconclusive; TDP1 cell CPT: -23%; TDP1 inh: 0%

What do the screens show for `COc1ccc(NC(=O)CCCn2c(=O)c3sccc3n(Cc3ccc(C)cc3C)c2=O)cc1`?
DT40 TDP1 no CPT: 16µM*; TDP1 cell CPT: 21µM*; TDP1 inh: 0%

Results for Cc1cccc(-n2nc3c(c2NC(=O)c2cc4ccccc4o2)CS(=O)(=O)C3)c1 ?
DT40 TDP1 no CPT: 7%; TDP1 cell CPT: -4%; TDP1 inh: 4%

How did CCOc1cc(CN2CCN(c3cccc(C(F)(F)F)c3)CC2)ccc1O do in these assays?
DT40 TDP1 no CPT: 16µM*; TDP1 cell CPT: 16µM*; TDP1 inh: 9%

How did Cc1ccc(N2CC(C(=O)Nc3ccc(S(=O)(=O)NCC4CCCO4)cc3)CC2=O)cc1 (stereo not given) do in these assays?
DT40 TDP1 no CPT: inconclusive; TDP1 cell CPT: -27%; TDP1 inh: 2%

How did CC1CN(CC(=O)Nc2ccccc2Sc2ccccc2)CC(C)O1 (stereo not given) do in these assays?
DT40 TDP1 no CPT: 23µM*; TDP1 cell CPT: 23µM*; TDP1 inh: 0%

How did Cc1ccc(NC(=O)c2ccc(OC(=O)COc3ccc(Cl)c(C)c3)cc2)cc1 do in these assays?
DT40 TDP1 no CPT: -2%; TDP1 cell CPT: -9%; TDP1 inh: 0%

Results for COc1ccc2cc(C#N)c(N3CCN(Cc4nnnn4CCC(C)C)CC3)nc2c1 ?
DT40 TDP1 no CPT: 18µM*; TDP1 cell CPT: 21µM*; TDP1 inh: -3%

How did Cc1ccc(S(=O)(=O)Nc2ccccc2N=Cc2ccc([N+](=O)[O-])cc2[N+](=O)[O-])cc1 do in these assays?
DT40 TDP1 no CPT: 18µM*; TDP1 cell CPT: 26µM*

How did COC(=O)c1cc2occc2n1CC(=O)Nc1ccc(N(C)C)cc1 do in these assays?
DT40 TDP1 no CPT: -29%; TDP1 cell CPT: -23%; TDP1 inh: 3%

Results for CC1(C)C(=O)Nc2ccccc2N1C(=O)COc1cc(Cl)ccc1Cl ?
DT40 TDP1 no CPT: inconclusive; TDP1 cell CPT: inconclusive; TDP1 inh: 1%

How did CC(C)OC(=O)CSc1nc2ccccc2s1 do in these assays?
DT40 TDP1 no CPT: -22%; TDP1 cell CPT: 13%; TDP1 inh: -2%

Results for CCN1CCCC1CNC(=O)c1cc(S(=O)(=O)CC)ccc1OC (stereo not given) ?
DT40 TDP1 no CPT: 10%&-13%; TDP1 cell CPT: -1%&-7%

Results for COc1cccc(C2=NOC(C(=O)Nc3cc(C)on3)C2)c1OC (stereo not given) ?
DT40 TDP1 no CPT: 5%; TDP1 cell CPT: -6%; TDP1 inh: 4%

What do the screens show for `COc1cc(OC)c(C2=NOC(C(=O)NCc3ccc4c(c3)OCO4)C2)cc1Cl` (stereo not given)?
DT40 TDP1 no CPT: inconclusive; TDP1 cell CPT: inconclusive; TDP1 inh: 7%

Results for CC(C)Oc1ccc(C(=O)N2CCC(c3nc4ccccc4s3)CC2)cc1 ?
DT40 TDP1 no CPT: inconclusive; TDP1 cell CPT: -30%; TDP1 inh: 3%

Results for CC1(C(=O)NS(=O)(=O)c2cccc(OC(F)F)c2)CCN1C(=O)Cc1ccsc1 (stereo not given) ?
DT40 TDP1 no CPT: -10%; TDP1 cell CPT: -18%

What do the screens show for `CCOC(=O)Cn1nc(C)c(NC(=O)COc2ccc([N+](=O)[O-])c(C)c2)c1C`?
DT40 TDP1 no CPT: inconclusive; TDP1 cell CPT: -2%; TDP1 inh: 5%

How did COc1ccc(CCC(=O)NCCc2ccc(OC)c(OC)c2)cc1 do in these assays?
DT40 TDP1 no CPT: 21%; TDP1 cell CPT: 1%

How did Cc1ccccc1C(=O)N1CCC(C(=O)NCc2ccc(Cl)cc2)CC1 do in these assays?
DT40 TDP1 no CPT: inconclusive; TDP1 cell CPT: inconclusive; TDP1 inh: 1%

What do the screens show for `CCN1C(=S)N[C@@H](CCc2ccccc2)[C@H](C(=O)OC)[C@H]1C`?
DT40 TDP1 no CPT: inconclusive; TDP1 cell CPT: inconclusive

Results for COCCNC(=O)C1CC(c2cccc(OC)c2)=NO1 (stereo not given) ?
DT40 TDP1 no CPT: inconclusive; TDP1 cell CPT: 6%; TDP1 inh: 2%
